# High-throughput results: PubChem BioAssay, National Center for Advancing Translational Sciences (NCATS)
# GAA glycogen mod = GAA glycogen-cleavage inhibition or activation | recombinant GAA, glycogen substrate, Amplex Red glucose oxidase fluorescence | Potency, µM (highest dose often 76.4 µM), for inactives: at the top dose activity change, negative = inhibition, most hits filed as inhibitors | hit rate 0.38% among 300,000;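 further: 0% = full enzyme reaction and -100% = no-enzyme basal signal; the screen sought inhibitors and activators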
#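 Recombinant human alpha-glucosidase (4 nM final) hydrolysed bovine liver glycogen (30 ug) for 40 min at 37 C in pH 5.0 citrate/phosphate with 0.01% Tween-20. Released glucose detected by glucose oxidase/Amplex Red, Ex 573/Em 610 nm. Compounds up to 77 uM; AC50 from Hill fits.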
# SMN2 splice enh = enhancers of SMN2 splice variant expression. HEK293 SMN2-luciferase splicing reporter, luminescence, 30-36 h. Potency, µM (series often up to 46.1 µM), without a hit: top-dose activity change, positive = activation, usual class: activators. hit rate 2.8% among 210,000; further: % of control where 0% means no effect; nearly all actives have a fitted effect of over 55% in size
#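 qHTS luciferase splicing reporter: luminescence rises when SMN2 exon 7 is included in transfected HEK293 cells. Compound exposure lasted 30-36 h at 37C, with 4.5 mM final sodium butyrate as control, followed by a ONE-Glo read.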
# Active calls of the source: *; ? = inconclusive; & = joins results of further samples; [ ] = dose if it differs, or a comment. The call rests on the fitted dose curve; in most records, active means well fitted curve in the direction sought with a large enough effect; inconclusive means small, poorly fitted or top-dose-only effect, or another doubt; inactive means no such curve, though single readings can be large; an effect the other way counts as inactive or inconclusive. Potency means the concentration at half of the fitted maximal effect. Not all compounds are listed (hit frequency here may not be typical).
SMILES,GAA glycogen mod,SMN2 splice enh
CCOc1ccc(NC(=O)c2c(NC(=O)c3cccs3)sc3c2CCC(C(C)(C)C)C3)cc1 (configuration not stated),-18%[76.3 µM],-11%
CCN(CC)c1ccc(NC(=O)CCc2c(C)nc3ncnn3c2C)c(C)c1,-27%[76.3 µM],-5%
Cc1ccc(NC(=O)C(Cc2ccccc2)NS(=O)(=O)c2ccc3c(c2)c(=O)n(C)c(=O)n3C)c(C)c1 (configuration not stated),-8%[76.3 µM],-14%
Cc1cccc(NC(=O)CCN2CCN(c3ccccc3F)CC2)c1,-4%[76.3 µM],-9%
CSc1cccc(NC(=O)c2ccc3c(c2)CCCN3S(C)(=O)=O)c1,12%[76.3 µM],-11%
CCOc1ccc(C2c3cc(OCC)c(OCC)cc3CC(=O)N2c2ccc(C(=O)O)cc2)cc1OCC (configuration not stated),-11%[76.3 µM],0%
COCCCN1C(=O)c2[nH]nc(-c3ccccc3O)c2C1c1ccc(OCc2ccccc2)cc1 (configuration not stated),-7%[76.3 µM],-14%
Cc1ccc(C)c(Cn2c(=O)n(CCCCC(=O)NCc3ccccc3Cl)c(=O)c3ccccc32)c1,-1%[76.3 µM],4%
Cc1c(Cl)cccc1NC(=O)Cn1c(CCC(=O)O)ccc1-c1cccs1,-7%[76.3 µM],-3%
CCc1cccc(NC(=O)CSc2nc3ccccc3nc2N2CCCCC2)c1,0%[76.3 µM],0.5µM*
CCc1ccc(S(=O)(=O)N2CCN(c3ccc(Cl)c(Cl)c3)CC2)cc1,-11%[76.3 µM],4%
CSc1nc2sc3c(c2c(=O)n1-c1ccc(C)c(Cl)c1)CCN(C(C)=O)C3,14%[76.3 µM],-4%
CCOC(=O)c1[nH]c2c(c1Cc1ccccc1OC)C(=O)CC(c1ccccc1)C2 (configuration not stated),-9%[76.3 µM],5%
Clc1cccc(N2CCN(c3nc4ccccc4c4nc(-c5cccnc5)nn34)CC2)c1,17%[76.3 µM],-1%
Cc1ccc(S(=O)(=O)N2CCCC2C(=O)Nc2ccc(Br)cc2)cc1 (configuration not stated),-8%[76.3 µM],-88%[inhibitor]

# A different layout for part of the listing above:
# Values run as follows: GAA glycogen mod | SMN2 splice enh
> Cc1ccc(C)c(Cn2c(=O)n(CCCCC(=O)NCc3ccccc3Cl)c(=O)c3ccccc32)c1
  -1%[76.3 µM] | 4%
> Cc1c(Cl)cccc1NC(=O)Cn1c(CCC(=O)O)ccc1-c1cccs1
  -7%[76.3 µM] | -3%

# Later entries:
SMILES,GAA glycogen mod,SMN2 splice enh
CCOc1ccc(-n2c(=O)c3sc4ccccc4c3n(Cc3cccc(C)c3)c2=O)cc1,-13%[76.3 µM],3%
O=C(NCc1ccc(F)cc1)c1ccc2c(c1)N(Cc1c(F)cccc1Cl)C(=O)CS2,6%[76.3 µM],1%
Cn1c(=O)n(C)c2cc(N3CCOCC3)c(NS(=O)(=O)c3ccc(Br)cc3)cc21,28%[76.3 µM],13µM*
COCCn1c(=N)c(C(=O)NC(C)c2ccccc2)cc2c(=O)n3cc(C)ccc3nc21 (configuration not stated),17%[76.3 µM],-2%
O=C(Cn1cnc2ccccc2c1=O)NCCC(=O)Nc1ccc(F)cc1,-4%&7%[76.3 µM],29%
Cc1ccc(-c2nnc(Nc3ccc(Br)cc3)c3ccccc23)cc1S(=O)(=O)NCC1CCCO1 (configuration not stated),-11%[76.3 µM],5%
COc1ccc(Nc2nc(N)nc(CSc3nc4cc(OC)ccc4s3)n2)cc1,1%[76.3 µM],-68%[inhibitor]
CCC(=O)N1c2ccc(S(=O)(=O)CCC(=O)NCc3ccccc3OC)cc2CC1C (configuration not stated),9%[76.3 µM],1%
COc1ccc2c(c1)cc1c(=O)n(CC(=O)NCCCOC(C)C)nc(C)n12,5%,-6%
COc1ccc(N(CC(=O)N2CCN(c3cccc(Cl)c3)CC2)S(=O)(=O)c2c(C)noc2C)cc1,1%&9%[76.3 µM],-16%
Cc1ccc(S(=O)(=O)c2nc(-c3cccc(Cl)c3)oc2NCc2ccccc2)cc1,-10%[76.3 µM],-1%
COc1cc2c(cc1NC(=O)COc1ccc(Cl)cc1)oc1ccccc12,5%[76.3 µM],0%
CCOC(=O)c1nc(Nc2ccc(C(=O)OC(C)C)cc2)c2ccccc2n1,-7%[76.3 µM],-15%
CCOc1ccc(C(=O)Nc2ccc(-c3nc4cc(C(C)C)ccc4o3)cc2)cc1Cl,-16%[76.3 µM],-3%
Cc1cc(OCC(=O)Nc2ccc(C(=O)OC3CCCCC3)cc2)ccc1Cl,14%[76.3 µM],-7%
COc1ccccc1NC(=O)c1sc2nc(N3CCOCC3)c3c(c2c1N)CC(C)(C)OC3,-2%[76.3 µM],0%
CCn1cc(/C=C(\NC(=O)c2ccc(OC)c(OC)c2)C(=O)NCCCn2ccnc2)c2ccccc21,-2%[76.3 µM],6%
CC(NC(=O)C1CCN(S(=O)(=O)c2ccc3c(c2)oc(=O)n3C)CC1)c1ccccc1 (configuration not stated),9%[76.3 µM],-11%
Cc1ccc(C(=O)N/C(=C\c2cn(S(=O)(=O)N(C)C)c3ccccc23)C(=O)NCCCn2ccnc2)cc1,11%[76.3 µM],-12%
O=C(NCCCN1CCN(c2ccccc2F)CC1)c1cc2c(s1)-c1ccccc1OC2,8%[76.3 µM],-16%
COc1ccc(N2CCN(C(=O)Nc3ccc(Cl)cc3)CC2)cc1,-10%[76.3 µM],-30%
COC(=O)c1ccccc1NC(=O)CSc1nc2nc(C)cc(C)n2n1,5%[76.3 µM],-9%
CCc1ccc(NC(=O)[C@H](Cc2ccccc2)N2Cc3ccccc3C2=O)cc1,-11%[76.3 µM],0%
CCc1ccc(CNC(=O)CSCc2cnn(-c3ccccc3)c2-n2cccc2)cc1,5%[76.3 µM],-3%
COC(=O)c1nc2n(n1)C(c1cccc(Cl)c1)C(C(=O)Nc1ccccc1OC)=C(C)N2 (configuration not stated),2%[76.3 µM],-5%
CC(=O)N1CCc2c(sc3c2c(=O)n(-c2ccccc2)c(=O)n3Cc2cccc(C(F)(F)F)c2)C1,-9%[76.3 µM],21%
CCOc1ccccc1NC(=O)CSc1nc2c(oc3ccccc32)c(=O)n1-c1ccc(F)cc1,-19%[76.3 µM],-1%
CCCCc1nc2ccccc2n2c(-c3ccc(OC)cc3)c3c(=O)n(C)c(=O)n(C)c3c12,-1%[76.3 µM],8%
CCOC(=O)c1cccc(NC(=O)c2cc3cc4ccc(C)cc4nc3o2)c1,-10%[76.3 µM],-5%
COc1ccc(C2NC(=O)NC(C)=C2C(=O)Nc2cc(C)cc(C)c2)c(OC)c1 (configuration not stated),12%[76.3 µM],-2%
Cc1nc(SCC(=O)Nc2ccc(Br)cc2)[nH]c(=O)c1Cc1ccccc1,9%[76.3 µM],-7%
CCCCc1ccc(NC(=O)Cn2cnc3c2c(=O)n(C)c(=O)n3C)cc1,-3%[76.3 µM],-7%
Cc1ccc2oc3c(c(=O)c2c1)C(c1ccc(F)cc1)N(c1nc(C)c(C)s1)C3=O (configuration not stated),-4%[76.3 µM],0%
O=C(CSc1oc(-c2ccccc2)nc1S(=O)(=O)c1ccc(Cl)cc1)c1ccccc1,-1%[76.3 µM],-1%
Cc1ccc(-c2cn(-c3cccc(Cl)c3)c(S(=O)(=O)CC(=O)Nc3ccccc3F)n2)cc1,-15%[76.3 µM],13µM*
CCCSc1nc2sc3c(c2c(=O)n1-c1ccccc1)CCC(C)C3 (configuration not stated),-1%[76.3 µM],-1%
COc1cccc(-c2nnc(SCC(=O)N3CCc4ccccc43)o2)c1,15%[76.3 µM],1%
COc1ccccc1NC(=O)C1=C(C)Nc2nc(-c3ccco3)nn2C1c1ccccc1F (configuration not stated),?,-9%
CCN(C(=O)c1nn(-c2ccc(OC)c(Cl)c2)c(=O)c2c1c1ccccc1n2C)c1cccc(C(F)(F)F)c1,14%[76.3 µM],6%
CCC(Sc1nnc2c3ccccc3n(C)c2n1)C(=O)Nc1nnc(C(C)C)s1 (configuration not stated),8%[76.3 µM],4%
Cc1ccc(NC(=O)Cn2cc(C(=O)C3CC3)c3ccccc32)c(C)c1,-14%,-12%
CCNc1cc(N2CCN(C3CCCCC3)CC2)c2noc3c2c1C(=O)c1ccccc1-3,-15%[76.3 µM],-8%
COc1cccc(NC(=O)N2CCN(C(=O)c3nsc4ccccc34)CC2)c1,6%[76.3 µM],-19%
CCc1nn(CC(=O)Nc2cccc(C)c2C)c(=O)c2cc3sccc3n12,9%[76.3 µM],-6%
COC(=O)c1c(NC(=O)c2nc(SCc3cccc(C)c3)ncc2Cl)sc2c1CCCC2,-1%[76.3 µM],-4%
Cc1nn(CCCC(=O)NCc2ccccc2)c(=O)c2cc3sccc3n12,5%[76.3 µM],-3%
COc1ccc(CNC(=O)CCc2nc3cccnc3n2Cc2ccc(OC)cc2)cc1,15%[76.3 µM],-2%
COc1ccc(OC)c(C2CC(=O)Nc3c2c(=O)[nH]c2nc4ccccc4n32)c1 (configuration not stated),6%[76.3 µM],-9%
O=c1c2c3c(sc2n(Cc2cc(=O)n4ccccc4n2)c(=O)n1-c1ccccc1)CCC3,-1%[76.3 µM],-2%
CCOC(=O)c1c(NC(=O)/C(C#N)=C/c2ccc(OC)cc2)sc2c1CCC2,-6%[76.3 µM],-7%
CCCN(CCC)c1ccc(C2N=C(N)Nc3nc4ccccc4n32)cc1 (configuration not stated),-8%[76.3 µM],13%
COc1ccccc1CCNC(=O)Cc1c(C)c2c(cc(C)c3c(C)c(C)oc32)oc1=O,-6%[76.3 µM],-7%
Cc1nc2nncn2c(NCc2ccc(Cl)cc2)c1C,2%[76.3 µM],-67%[inhibitor]
CC(C)Oc1ccccc1C1C=C(C(=O)O)Nc2ncnn21 (configuration not stated),-1%[76.3 µM],-8%
COc1ccc(-c2c(C)nn3c(N4CCN(c5cc(Cl)ccc5C)CC4)cc(C)nc23)cc1OC,-3%[76.3 µM],8%
Cc1nn(-c2ccccc2)c2sc(C(=O)Nc3ccccc3Br)cc12,9%[76.3 µM],1%
COc1cccc(NC(=O)C2CCN(c3nnc(-n4c(C)ccc4C)s3)CC2)c1,-10%[76.3 µM],9%
O=C(Cn1c(=O)oc2ccccc21)NCc1cccc(Cl)c1,15%[76.3 µM],12%
COCCCN(Cc1ccco1)C(=O)c1cc2c(s1)-c1ccccc1OC2,-15%[76.3 µM],-18%
Cc1ccc2oc(=O)c3cnn(CC(=O)N4CCN(c5ccc(F)cc5)CC4)c3c2c1,11%[76.3 µM],5%
# Continued.
SMILES,GAA glycogen mod,SMN2 splice enh
Cc1ccc(C)c(Cn2c(=O)n(CCCC(=O)NCCc3ccc(Cl)cc3)c(=O)c3ccccc32)c1,13%[76.3 µM],9%
CC(C)c1ccc(OCC(=O)N(Cc2cccs2)C2CCS(=O)(=O)C2)cc1 (configuration not stated),-6%[76.3 µM],-14%
Cc1cccc(Cn2c(CNC(=O)c3ccccc3)nc3ccccc32)c1,14%[76.3 µM],7%
COc1c(Cl)cc(C(=O)Nc2cccc(-c3nc4ccccc4[nH]3)c2)cc1Cl,-5%[76.3 µM],-10%
Cc1cc(C)cc(NC(=O)CCCn2c3ccccc3c(=O)c3ccccc32)c1,5%[76.3 µM],-47%[inhibitor]
CCOc1ccc(NC(=O)C2CCC(CNS(=O)(=O)c3ccc(Br)s3)CC2)cc1 (configuration not stated),2%[76.3 µM],-8%
COc1ccc(Cl)cc1NC(=O)CSC1=Nc2ccccc2C2=NC(CCC(=O)NCc3ccco3)C(=O)N12 (configuration not stated),10%[76.3 µM],0%

# Compounds shown so far with two or more sulfur atoms, in the order listed:
SMILES,GAA glycogen mod,SMN2 splice enh
CCOc1ccc(NC(=O)c2c(NC(=O)c3cccs3)sc3c2CCC(C(C)(C)C)C3)cc1 (configuration not stated),-18%[76.3 µM],-11%
CSc1cccc(NC(=O)c2ccc3c(c2)CCCN3S(C)(=O)=O)c1,12%[76.3 µM],-11%
CSc1nc2sc3c(c2c(=O)n1-c1ccc(C)c(Cl)c1)CCN(C(C)=O)C3,14%[76.3 µM],-4%
COc1ccc(Nc2nc(N)nc(CSc3nc4cc(OC)ccc4s3)n2)cc1,1%[76.3 µM],-68%[inhibitor]
O=C(CSc1oc(-c2ccccc2)nc1S(=O)(=O)c1ccc(Cl)cc1)c1ccccc1,-1%[76.3 µM],-1%
CCCSc1nc2sc3c(c2c(=O)n1-c1ccccc1)CCC(C)C3 (configuration not stated),-1%[76.3 µM],-1%
CCC(Sc1nnc2c3ccccc3n(C)c2n1)C(=O)Nc1nnc(C(C)C)s1 (configuration not stated),8%[76.3 µM],4%
COC(=O)c1c(NC(=O)c2nc(SCc3cccc(C)c3)ncc2Cl)sc2c1CCCC2,-1%[76.3 µM],-4%
CC(C)c1ccc(OCC(=O)N(Cc2cccs2)C2CCS(=O)(=O)C2)cc1 (configuration not stated),-6%[76.3 µM],-14%
CCOc1ccc(NC(=O)C2CCC(CNS(=O)(=O)c3ccc(Br)s3)CC2)cc1 (configuration not stated),2%[76.3 µM],-8%
